Source: PubChem BioAssay
AmpC inh detg – qHTS Inhibitors of AmpC Beta-Lactamase (assay with detergent); AmpC hydrolysis of nitrocefin, absorbance 480 nm, 0.01% Triton; Potency, µM (series often up to 114 µM), for the others: at the top dose activity change, negative = inhibition, hits mostly inhibitors; 370,000 compounds, 0.041% hits; AID 485294, 2010;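 further: potency means the concentration at half of the fitted maximal effect; 0% = no-compound wells and -100% = no-enzyme wells; nearly all actives have a fitted effect of over 25% in size; some results filed as inactive show a strong effect at the top dose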
Target sequence (P00811 whole entry, looked up): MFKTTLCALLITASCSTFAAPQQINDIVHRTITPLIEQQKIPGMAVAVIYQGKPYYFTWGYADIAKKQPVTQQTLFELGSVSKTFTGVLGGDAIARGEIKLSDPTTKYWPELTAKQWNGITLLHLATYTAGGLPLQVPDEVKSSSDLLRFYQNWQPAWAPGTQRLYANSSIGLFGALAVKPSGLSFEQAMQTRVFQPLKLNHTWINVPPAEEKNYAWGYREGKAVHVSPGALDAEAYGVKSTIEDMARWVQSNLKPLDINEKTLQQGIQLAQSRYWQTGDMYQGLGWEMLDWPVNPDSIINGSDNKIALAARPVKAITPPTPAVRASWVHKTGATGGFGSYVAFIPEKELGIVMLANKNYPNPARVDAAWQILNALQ
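AmpC (5.3 nM in the dispensed reagent) in 20 mM phosphate pH 7.0 with 0.01% (detergent screen) or 0.0001% Triton X-100 was preincubated with compounds for 15 min at room temperature. Nitrocefin was then added from an 800 uM solution, and hydrolysis was followed at 480 nm.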
Sm TGR inh – qHTS Assay for the Inhibitors of Schistosoma Mansoni Peroxiredoxins. Schistosoma mansoni thioredoxin glutathione reductase (TGR), Q962Y6. purified TGR, DTNB reduction, TNB absorbance 405 nm. 360,000 compounds, 3% hits. Potency, µM (highest dose often 114 µM), inactives show at the highest dose activity change, negative = inhibition, usual class: inhibitors; further: potency means the concentration at half of the fitted maximal effect; nearly all actives have a fitted effect of over 60% in size
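TGR 20 nM + NADPH 100 uM (dispensed conc.), cpd preinc 15 min RT; start with NADPH (500 uM addition) then DTNB (15 mM addition). Kinetic TNB absorbance, 405 nm filter. Four-parameter Hill fit across titration.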
AmpC inh no detg – qHTS Inhibitors of AmpC Beta-Lactamase (assay without detergent); P00811; AmpC nitrocefin hydrolysis, absorbance 480 nm, 0.0001% Triton; Potency, µM (highest dose often 57.1 µM), for the others: at the highest dose activity change, negative = inhibition, hits mostly inhibitors; 330,000 compounds, 0.52% hits; AID 485341, 2010;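 further: potency means the concentration at half of the fitted maximal effect; plate controls were no compound for no effect and no enzyme for full effect; nearly all actives have a fitted effect of over 20% in size; some results filed as inactive show a strong effect at the top dose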
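AmpC (5.3 nM in the dispensed reagent) in 20 mM phosphate pH 7.0 with 0.01% (detergent screen) or 0.0001% Triton X-100 was preincubated with compounds for 15 min at room temperature. Nitrocefin was then added from an 800 uM solution, and hydrolysis was followed at 480 nm.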
Giardia FBPA inh – qHTS Assay for Inhibitors of Fructose-1,6-bisphosphate Aldolase from Giardia Lamblia; purified Giardia FBPA; Potency, µM (highest dose often 59.6 µM), without a hit: at the highest dose activity, negative = inhibition, actives largely listed as inhibitors; 290,000 compounds, 0.71% hits; AID 2451, 2010; further: potency means the concentration at half of the fitted maximal effect; nearly all actives have a fitted effect of over 55% in size
Target sequence (A8B2U2 whole entry, looked up): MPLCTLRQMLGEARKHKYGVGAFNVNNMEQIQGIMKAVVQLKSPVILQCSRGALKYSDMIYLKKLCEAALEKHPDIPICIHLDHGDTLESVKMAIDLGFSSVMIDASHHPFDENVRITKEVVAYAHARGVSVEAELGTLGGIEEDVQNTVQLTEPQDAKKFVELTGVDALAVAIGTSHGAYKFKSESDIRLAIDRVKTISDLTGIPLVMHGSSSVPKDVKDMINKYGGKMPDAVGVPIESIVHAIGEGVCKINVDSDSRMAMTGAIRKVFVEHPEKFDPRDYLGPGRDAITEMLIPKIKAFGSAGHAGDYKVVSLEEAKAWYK
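40 nM FBPA preincubated 10 min at RT with compound (up to 57.5 uM final), then substrate plus GAPDH/TPI/NAD/arsenate coupling and diaphorase/resazurin added. Fluorescence read after 20 min at RT, 525/598 nm.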
AMA1 RON2 block – qHTS for Inhibitors of AMA1-RON; Towards Development of Antimalarial Drug Lead: Primary Screen; Plasmodium falciparum AMA1 (3D7) - RON2 peptide interaction; AlphaScreen AMA1-biotinylated RON2 peptide binding; Potency, µM (doses to about 58.2 µM), inactives show top-dose activity change, negative = inhibition, most hits filed as inhibitors; 360,000 compounds, 0.2% hits;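 further: potency means the concentration at half of the fitted maximal effect; 0% = vehicle wells and -100% = peptide control; nearly all actives have a fitted effect of over 45% in size; some results filed as inactive show a strong effect at the top dose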
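AMA1 (3D7) with his tag at 25 nM final met compounds first, then biotinylated RON2 peptide at 25 nM; detection used donor plus acceptor beads, 10 µg/mL apiece, read by AlphaScreen after 30 min at room temperature.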
HCMV inh – qHTS Assay for inhibitors of the human cytomegalovirus (HCMV) | HFF cells, HCMV-luciferase reporter, 72 h; active compounds read low | activity change, negative = inhibition, % at 57.5 µM | 410,000 compounds, 4.5% hits | AID 1259415, 2018; in the data active means activity change below about -60%; inconclusive means no clear call, values can overlap the other calls; inactive means above about -39%
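Steps: HFFs plated, 16 h 37C; compounds added; HCMV-luciferase added to MOI 1 PFU/cell; 72 h 37C; OneGlo reagent, 5 min room temperature; luminescence read, normalized to controls.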
* hit, by the source's call; ? = inconclusive; · = not tested or not shown; & = joins results of further samples; [ ] = dose if it differs, or a comment. Unless noted, the call rests on the fitted dose curve; in most records, active means well fitted curve in the direction sought with a large enough effect; inconclusive means small, poorly fitted or top-dose-only effect, or another doubt; inactive means no such curve, though single readings can be large; an effect the other way counts as inactive or inconclusive. Unless noted, on the % scale 0 is the no-effect control and ±100 the full control effect.

SMILES	AmpC inh detg	Sm TGR inh	AmpC inh no detg	Giardia FBPA inh	AMA1 RON2 block	HCMV inh
C=CC[C@@H](CC(=O)OC(C)(C)C)C(=O)OC[C@@H]1CCCN1C(=O)[C@@H](CC=C)CC(=O)N[C@H](CO)Cc1ccccc1	·	·	276.0%[activator]	·	7.0%	-31.0
COc1cccc(C(=O)Nc2cccnc2)c1OC	-5.9%	-6.2%	-15.9%	-1.8%	1.0%	115.0
Nc1nnc(Cc2ccc(Cl)c(Cl)c2)s1	1.9%	5.2%	-9.6%	1.0%	-2.6%	8.0
CCOc1ccc(C(=O)NCc2ccncc2)cc1	-17.7%	14.0%	-18.3%	0.9%	-8.3%	33.0
CC(=O)Nc1ccc(S(=O)(=O)Nc2ccccc2N2CCOCC2)cc1Cl	-8.7%	-12.1%	78.8%[activator]	·	-4.1%	-2.2
COc1ccc(NC(=O)C2Cc3ccccc3O/C2=N\O)cc1 (stereo unspecified)	-2.0%	16.0%	-14.3%	0.5%	5.1%	?
Cn1c(=O)c2c(nc(SCC(=O)NCC3CCCO3)n2C)n(C)c1=O (stereo unspecified)	-0.2%	0.0%	-7.7%	0.5%	-0.9%	60.5
O=C(c1ccccc1)N1CCN(CC#Cc2ccccc2)CC1	?	0.0%	49.3%	3.8%	0.0%	44.7
Cc1ccc(CN(C)C(=O)CN2C(=O)NC3(CCCc4ccccc43)C2=O)c(C)c1 (stereo unspecified)	5.0%	-2.6%	32.5%	·	2.8%	45.5
O=[N+]([O-])c1cc(Cl)ccc1Nc1ccccc1	-0.5%	-18.9%	-22.8%	-4.0%	14.1µM*	·
COc1ccc(NS(=O)(=O)c2cc(NC(=O)CCNC(C)=O)ccc2N2CCCCC2)cc1	0.9%	3.2%	222.3%[activator]	·	-6.2%	?
COCCn1c(=O)c2cc3c(=O)n(CCOC)c(=O)c3cc2c1=O	?	0.1%	-0.9%	3.1%	3.8%	-19.8
Cn1cc(CN2CCN(Cc3ccccc3)C(CCO)C2)c(-c2ccccc2)n1 (stereo unspecified)	5.9%	-7.0%	45.8%	-1.8%	3.6%	-23.7
CCCCOC(=O)c1sc2nc(N3CCOCC3)c3c(c2c1N)CC(C)(C)OC3	0.9%	3.9%	-3.5%	-1.2%	0.1%	-35.7
O=c1oc(-c2ccco2)nc2c1cnn2-c1ccccc1	1.2%	-15.3%	-16.8%	3.1%	11.8%	-6.7
COc1ccc2c(c1)CCC1C2=NN(/C(C)=C\C(C)=O)C1c1ccc(F)cc1 (stereo unspecified)	3.1%	·	-1.5%	?	-2.9%	-11.6
Cc1cc(C)n(C(=O)CCNC(=O)c2ccccc2Br)n1	-7.3%	1.0%	-0.7%	6.5%	5.6%	-8.8
COC(=O)c1sc2cc(=O)n(-c3cccc(C(F)(F)F)c3)nc2c1O	?	-1.0%	-12.0%	-8.2%	15.1%	0.3
C/C(=N\NC(=O)OC(C)(C)C)c1ccc(-n2ccnc2)cc1	?	-2.7%	-13.6%	0.3%	9.1%	-5.9
CCOC(=O)C1=C(COC(=O)/C=C/c2ccc(OCC)c(OC)c2)NC(=O)NC1C (stereo unspecified)	-9.4%	-16.0%	137.8%[activator]	·	-4.4%	2.7

For reference, nine of the compounds above:
SMILES	AmpC inh detg	Sm TGR inh	AmpC inh no detg	Giardia FBPA inh	AMA1 RON2 block	HCMV inh
Cc1ccc(CN(C)C(=O)CN2C(=O)NC3(CCCc4ccccc43)C2=O)c(C)c1 (stereo unspecified)	5.0%	-2.6%	32.5%	·	2.8%	45.5
O=[N+]([O-])c1cc(Cl)ccc1Nc1ccccc1	-0.5%	-18.9%	-22.8%	-4.0%	14.1µM*	·
COc1ccc(NS(=O)(=O)c2cc(NC(=O)CCNC(C)=O)ccc2N2CCCCC2)cc1	0.9%	3.2%	222.3%[activator]	·	-6.2%	?
COCCn1c(=O)c2cc3c(=O)n(CCOC)c(=O)c3cc2c1=O	?	0.1%	-0.9%	3.1%	3.8%	-19.8
Cn1cc(CN2CCN(Cc3ccccc3)C(CCO)C2)c(-c2ccccc2)n1 (stereo unspecified)	5.9%	-7.0%	45.8%	-1.8%	3.6%	-23.7
CCCCOC(=O)c1sc2nc(N3CCOCC3)c3c(c2c1N)CC(C)(C)OC3	0.9%	3.9%	-3.5%	-1.2%	0.1%	-35.7
O=c1oc(-c2ccco2)nc2c1cnn2-c1ccccc1	1.2%	-15.3%	-16.8%	3.1%	11.8%	-6.7
COc1ccc2c(c1)CCC1C2=NN(/C(C)=C\C(C)=O)C1c1ccc(F)cc1 (stereo unspecified)	3.1%	·	-1.5%	?	-2.9%	-11.6
Cc1cc(C)n(C(=O)CCNC(=O)c2ccccc2Br)n1	-7.3%	1.0%	-0.7%	6.5%	5.6%	-8.8

(next part)
SMILES	AmpC inh detg	Sm TGR inh	AmpC inh no detg	Giardia FBPA inh	AMA1 RON2 block	HCMV inh
CCc1cccc(C)c1NC(=O)c1ccoc1C	-11.9%	-6.6%[11.4 µM]	-27.0%	1.8%	1.9%	21.9
O=[N+]([O-])c1ccc(N2CCC(=NOCc3ccc(Cl)cc3)CC2)cc1	-1.6%	8.5%	-15.8%	-0.4%	-18.2%	-14.4
COC(=O)C1=C(c2ccc(-c3ccccc3)c(F)c2)C[C@@H]2CC[C@H]1N2C(=O)NC1CC1	9.0%	-2.2%	161.7%[activator]	·	-3.1%	6.0
CC(C)c1noc(-c2ccccc2OCC(=O)Nc2ccccc2[N+](=O)[O-])n1	-1.9%	-3.9%	·	·	·	?
COc1cc2nc(NCc3ccccc3)n3nc(-c4ccccc4)nc3c2cc1OC	27.3%	5.6%	·	·	·	0.8
COc1ccc(OC)c(/C=C/C(=O)OCC(=O)Nc2cccc(C(C)=O)c2)c1	-10.9%	0.4%	3.4%	2.5%	-7.5%	-34.7
COc1ccc(-n2c(C)nc3c(cnn3-c3ccc(C)cc3)c2=O)cc1	-9.7%	5.8%	26.0%	-7.2%	7.4%	?
CN(C)C(=O)c1ccc(NS(=O)(=O)c2ccc3c(c2)OCCO3)cc1	-0.5%	2.0%	-14.8%	3.2%	6.4%	-18.5
COc1ccc(NC(=S)NC(NC(=O)/C=C/c2ccccc2)C(Cl)(Cl)Cl)cc1 (stereo unspecified)	0.7%	2.1%	-34.5%	1.8%	-2.9%	46.0
COc1cc(NC(=O)C2CCC(=O)N2S(=O)(=O)c2ccc(C)cc2)cc(OC)c1 (stereo unspecified)	-7.0%	3.9%	1.6%	-1.9%	-3.7%	-22.1
C=CCOC(=O)C1=C(C)NC(SCC(=O)NC(=O)OCC)=C(C#N)C1c1cccnc1 (stereo unspecified)	-3.9%	39.8µM*	-3.9%	9.1%	15.3%&12.5%	-30.9&0.3
O=C1CC(c2cc(F)ccc2F)c2cc3c(cc2N1)CCC3 (stereo unspecified)	-1.9%	3.1%	-4.7%	-0.4%	-1.2%	-39.1
COc1cc(C(=O)NCCC(=O)N2CCN(C)CC2)cc(OC)c1OC	-2.6%	18.9%	-18.0%	-6.7%	-10.7%	24.8
CCn1nnc2cc(C(=O)Nc3cccc(C)c3C)ccc21	4.1%	-2.7%	·	·	·	-6.8
O=C(O)C1CCN(C(=O)c2ccc(Cl)cc2)CC1	-4.1%	-4.3%	-10.6%	6.6%	7.4%	18.6
CC(=O)c1cccc(NC(=S)NC(=O)c2ccc(Br)cc2)c1	-9.8%	-14.0%	-35.5%	?	17.8%	97.8
CN(/N=C/c1ccc(-c2ccc([N+](=O)[O-])cc2)o1)c1ccccc1	3.8%	-11.8%	-2.7%	1.3%	-4.9%	-17.5
CC(=O)OCn1nnc2ccccc2c1=O	?	0.7%	-6.8%	6.2%	1.2%	21.6
Cc1ccc2c(c1)C1C[N+](C)(CC(=O)c3ccc(Cl)cc3Cl)CCC1N2C(=O)c1ccc(F)cc1 (stereo unspecified)	·	·	87.5%[activator]	·	-5.2%	37.5
FC(F)(F)c1cc(-c2ccco2)nc(-n2cnc3ccccc32)n1	?	14.5%	-8.0%	-2.3%	-3.5%	-9.8
Cc1ccc(N(CC(=O)NCc2ccco2)C(=O)CCC(=O)Nc2ccccn2)cc1C	?	0.0%	30.7%	5.6%	-6.8%	72.5
CCn1c(=O)c2sccc2n2c(CCCC(=O)Nc3ccc(OC)c(OC)c3)nnc12	14.2%	1.3%	·	·	·	19.8
COC(=O)c1c(NC(=O)c2ccccc2F)sc2c1C(C(=O)OC)CC2 (stereo unspecified)	-17.3%	-8.5%	-13.9%	11.8%	1.4%	-32.9
O=C(CN1CCC(n2nnc3cc(F)ccc32)CC1)N1CCCc2ccccc21	-13.8%	-6.7%[11.4 µM]	39.5%	-3.3%	-12.7%	-20.3
CC(C)CC(=O)Nc1c2c(nn1-c1ccc(F)cc1)CS(=O)C2 (stereo unspecified)	-2.5%	-14.5%	-16.8%	4.1%	-11.4%	0.0
Cc1ccc(NC(=O)CN(C)C(=O)Nc2ccc(C)cc2)cc1	-2.6%	3.8%	-1.6%	13.3%	-5.4%	-36.9
Cc1nc(N/N=C/c2ccc(O)cc2)c2cnn(-c3ccccc3)c2n1	-10.4%	-2.5%	15.8µM*	0.0%	0.0%	-27.8
O=C(CSc1nnc(Cc2ccccc2)c(=O)[nH]1)Nc1ccccc1	?	6.4%	-14.5%	·	-12.4%	-15.2
CCN(CC)S(=O)(=O)c1cccc(NC(=O)c2ccccc2Br)c1	-7.8%	-2.1%	-45.4%	-4.9%	-13.3%	-13.2
NC(=O)C1=NOC(CNc2ncc(C(F)(F)F)cc2Cl)C1 (stereo unspecified)	-0.9%	-0.3%	-0.7%	-0.3%	9.0%	50.1
Cc1ccc(NC(=O)CCN2C(=O)NC3(CCCC3)C2=O)cc1S(=O)(=O)N1CCOCC1	-5.5%	-4.3%	-8.6%	·	-6.0%	-8.1
Cc1cc(C)c(C#N)c(Nc2ccccc2F)n1	-10.8%	-13.2%	-24.7%	8.9%	7.0%	-0.6
O=C(NNC(=O)c1cc2cc(OC(F)(F)F)ccc2[nH]1)c1ccc(Cl)cc1	6.3%	-3.4%	-36.8%	3.9%	7.1%	34.3
O=C(Cc1ccccc1)NNc1ccc2ccccc2c1	-4.4%	-32.3%	-35.0%	0.5%	-7.2%	113.9
COc1ccc(-c2cn3nc(N4CCCC(C(=O)NCc5ccccc5C)C4)sc3n2)cc1 (stereo unspecified)	4.8%	1.8%	·	·	·	0.0
COc1cc(/C=N/NC(=O)Nc2ccccc2)ccc1OCCOc1ccccc1C	7.5%	-12.0%	-28.0%	11.8%	6.3%	?
